N370S GC mod: qHTS Assay for Inhibitors and Activators of N370S glucocerebrosidase as a Potential Chaperone Treatment of Gaucher Disease; Lysosomal acid glucosylceramidase (Homo sapiens), P04062; N370S GC spleen homogenate, 4MU-glucoside fluorescence; Potency, µM (series often up to 59.4 µM), for inactives: at the highest dose activity change, negative = inhibition, hits mostly inhibitors; 330,000 compounds, 0.092% hits;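 further: 0% = full enzyme activity and -100% = no enzyme basal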
KAT2A inh: qHTS Assay for Inhibitors of GCN5L2 | Histone acetyltransferase KAT2A (Homo sapiens), Q92830 | GCN5L2 HAT assay, ThioGlo1 CoA-SH fluorescence | Potency, µM (doses to about 58.9 µM), for the others: at the highest dose activity change, negative = inhibition, most hits filed as inhibitors | 390,000 compounds, 0.21% hits | AID 504327, 2011
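GCN5L2 (20 nM) in 50mM HEPES pH 7.5, 0.1mM EDTA, 0.01% Tween-20 preincubated 15 min with compounds at room temperature. Reaction started with H3(1-25) 75uM, acetyl-CoA 70uM, ThioGlo1 50uM; CoA-thiol fluorescence (Ex340/Em540) read at 0 and 20 min.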
FEN1 inhibitor: qHTS Assay for the Inhibitors of Human Flap endonuclease 1 (FEN1). AID 588795, 2011. Recombinant FEN1 flap cleavage, fluorescence, 15 min. P39748. 390,000 compounds, 0.35% hits. Potency, µM (series often up to 114 µM), for the others: at the highest dose activity change, negative = inhibition, usual class: inhibitors; further: nearly all actives have a fitted effect of over 65% in size
Target sequence (P39748 whole entry, looked up): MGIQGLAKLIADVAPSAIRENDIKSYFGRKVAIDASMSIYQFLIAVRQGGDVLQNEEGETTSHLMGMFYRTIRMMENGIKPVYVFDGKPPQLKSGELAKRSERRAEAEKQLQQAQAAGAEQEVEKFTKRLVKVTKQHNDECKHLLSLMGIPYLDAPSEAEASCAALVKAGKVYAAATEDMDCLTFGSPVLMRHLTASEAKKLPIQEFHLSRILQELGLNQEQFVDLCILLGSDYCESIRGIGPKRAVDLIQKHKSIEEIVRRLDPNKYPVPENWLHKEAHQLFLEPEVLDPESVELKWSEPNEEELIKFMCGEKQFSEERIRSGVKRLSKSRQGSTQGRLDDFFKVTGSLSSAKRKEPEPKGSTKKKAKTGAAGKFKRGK
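FEN1 at 10 nM, compound pretreatment for 15 min (room temperature), 50 nM final substrate to initiate; endpoint reads at 0 and 15 min; DMSO-only plates used as vehicle background.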
* = called active by the depositor; ? = inconclusive; / = no result given; & = joins results of further samples; [ ] = another dose, or the depositor's remark. The call rests on the fitted dose curve; in most records, active means well fitted curve in the direction sought with a large enough effect; inconclusive means small, poorly fitted or top-dose-only effect, or another doubt; inactive means no such curve, though single readings can be large; an effect the other way counts as inactive or inconclusive. Unless noted, on the % scale 0 is the no-effect control and ±100 the full control effect; potency means the concentration at half of the fitted maximal effect. A portion of the library; the hit share may differ from the screen's.

Start of the data: the first 15 entries, to show the layout:
SMILES	N370S GC mod	KAT2A inh	FEN1 inhibitor
O=C(C1CC1)N(CCN(Cc1ccccc1)C(=O)C1CC1)Cc1ccccc1	9%	2%	4%
CC(=O)c1ccc(N2CCN(CC3CCCCC3)CC2)cc1	3%	-7%	6%
COc1ccc(S(N)(=O)=O)cc1C(=O)NCC(C)(C)N1CCCCC1	-2%	-5%	0%
COc1ccc2[nH]c3c(c2c1)CCN1C(=O)N([C@@H](C)C(=O)NCc2ccccc2)C(=O)[C@]31C	-6%	-2%	1%
Cc1ccc(C(=O)NCCc2c[nH]c3ccccc23)s1	-10%	-3%	0%
Cc1cc(Br)cc(C)c1NC(=S)NC(=O)CC(C)C	0%	2%	-17%
CC(C)COc1ccc(C(=O)OCCN2CCCCC2)cc1	0%	-15%	6%
Clc1ccc(-c2nc3c4cnn(-c5ccccc5Br)c4ncn3n2)c(Cl)c1	/	0%	-1%
Cc1ccc(S(=O)(=O)N(C)CC(=O)N2CCN(c3ccccn3)CC2)cc1	2%	4%	3%
C=CCOc1ccc(-c2nc3c(c(=O)[nH]c(=O)n3CCCC)n2C)cc1OC	2%	-1%	-6%
COc1cccc(/C=C(/C(=O)OCC(=O)NC2CCCCCCC2)c2ccccc2)c1	12%	-9%	-22%
Cc1ccccc1NC(=O)CCC(=O)N/N=C/c1c[nH]c2ccccc12	-3%	0%	-3%
CCCCCCC(=O)Nc1ccc(C(=O)N2CCCC2)cc1	?	-3%	-14%
CC(Oc1ccc(Cl)cc1Cl)C(=O)NN=C1CCN(C)CC1 (stereo not given)	4%	-7%	4%
Cc1ccc(C(=O)N/C(=C/c2ccco2)C(=O)NC2CCS(=O)(=O)C2)cc1 (stereo not given)	2%	-24%	-2%

The whole of this part, repeating the preview:
SMILES	N370S GC mod	KAT2A inh	FEN1 inhibitor
O=C(C1CC1)N(CCN(Cc1ccccc1)C(=O)C1CC1)Cc1ccccc1	9%	2%	4%
CC(=O)c1ccc(N2CCN(CC3CCCCC3)CC2)cc1	3%	-7%	6%
COc1ccc(S(N)(=O)=O)cc1C(=O)NCC(C)(C)N1CCCCC1	-2%	-5%	0%
COc1ccc2[nH]c3c(c2c1)CCN1C(=O)N([C@@H](C)C(=O)NCc2ccccc2)C(=O)[C@]31C	-6%	-2%	1%
Cc1ccc(C(=O)NCCc2c[nH]c3ccccc23)s1	-10%	-3%	0%
Cc1cc(Br)cc(C)c1NC(=S)NC(=O)CC(C)C	0%	2%	-17%
CC(C)COc1ccc(C(=O)OCCN2CCCCC2)cc1	0%	-15%	6%
Clc1ccc(-c2nc3c4cnn(-c5ccccc5Br)c4ncn3n2)c(Cl)c1	/	0%	-1%
Cc1ccc(S(=O)(=O)N(C)CC(=O)N2CCN(c3ccccn3)CC2)cc1	2%	4%	3%
C=CCOc1ccc(-c2nc3c(c(=O)[nH]c(=O)n3CCCC)n2C)cc1OC	2%	-1%	-6%
COc1cccc(/C=C(/C(=O)OCC(=O)NC2CCCCCCC2)c2ccccc2)c1	12%	-9%	-22%
Cc1ccccc1NC(=O)CCC(=O)N/N=C/c1c[nH]c2ccccc12	-3%	0%	-3%
CCCCCCC(=O)Nc1ccc(C(=O)N2CCCC2)cc1	?	-3%	-14%
CC(Oc1ccc(Cl)cc1Cl)C(=O)NN=C1CCN(C)CC1 (stereo not given)	4%	-7%	4%
Cc1ccc(C(=O)N/C(=C/c2ccco2)C(=O)NC2CCS(=O)(=O)C2)cc1 (stereo not given)	2%	-24%	-2%
CCC1Oc2ccc(C)cc2N(CC(=O)NCC2COc3ccccc3O2)C1=O (stereo not given)	-3%	-5%	9%
N#Cc1nc(N2CCOCC2)nc(N2CCOCC2)n1	24%	-10%	-2%&-7%
COc1ccccc1CNC(=O)CN(C)S(=O)(=O)c1ccc(Br)s1	-1%	-2%	10%
COc1ccccc1-n1c(SCC(=O)N2CCOCC2)nc(O)cc1=O	1%	-8%	4%
COc1c(O)cc2c(-c3ccccc3)cc(=O)oc2c1OC	1%	2%	/
O=C(c1ccc(C(=O)N2CCCCCC2)cc1)N1CCCCCC1	5%	-2%	-11%
O=C(O)C1C2C=CC3(CN(c4cccc(C(F)(F)F)c4)C(=O)C13)O2 (stereo not given)	3%	-5%	-7%
C=CCN1C(=O)/C(=C/c2ccccc2)S/C1=N/c1nccs1	3%	-2%	2%
COC(=O)[C@@H](c1ccccc1Cl)N1CCc2sccc2C1	8%	-7%	/
CC(C)NC(=O)c1ccc(OC2CSC2)cc1	3%	-1%	-5%
COc1ccc(CN(C)CCc2ccccn2)c(OC)c1OC	-4%	3%	-12%
Cc1nc2ccc(C(=O)O)cc2[nH]1	9%	-29%	-10%
O=C(Nc1nnc(-c2ccccc2)o1)C1CCCCC1	5%	-7%	-6%
NNC(=O)CCc1c[nH]c2ccccc12	11%	-4%	2%
CCN1C(=O)CC(N2CCN(c3ccc(C(=O)c4ccncc4)cc3)CC2)C1=O (stereo not given)	?	-6%	0%
COc1cc(C(N)=O)cc(Br)c1OCc1ccccc1	-3%	3%	5%
Cc1cccc(C)c1Nc1c(-c2ccsc2)nc2cccc(C)n12	/	-7%	-12%
CC(=O)c1cccc(-n2nnnc2SCC(=O)N2CCCC2)c1	6%	?	-5%
CCC(=O)N1CCc2cc(Br)cc(S(=O)(=O)N3CCN(c4ccc(C(C)=O)cc4)CC3)c21	/	-2%	-2%
COc1ccc(/C=C/C(=O)N2CCN(S(=O)(=O)c3ccccc3)CC2)cc1OC	-6%	-18%	0%
Cn1c(C(=O)N[C@@H](Cc2ccccc2)C(=O)O)cc2cc(F)ccc21	2%	-10%	3%
c1ccc(Cn2ncc3c(Nc4ccccc4)ncnc32)cc1	16%	0%	2%
Cc1ccc2c(c1)Cc1c(nc(-c3ccc(F)cc3)nc1SCC(=O)N1CCCCC1)O2	/	-3%	-10%
CCc1cc(=O)oc2cc(C)cc(OCC(=O)NCCN3CCOCC3)c12	-2%	-5%	-19%
CC1(C)CC(=O)c2c(O)cc(OCc3ccc([N+](=O)[O-])cc3)cc2O1	-29%	2%	-3%
CCN(CC)S(=O)(=O)c1ccc(NC(=O)CC(NC(C)=O)c2ccccc2)cc1 (stereo not given)	0%	-3%	24%
O=C(NCc1cccnc1)c1cc(Sc2cccc(Cl)c2)nc2ccccc12	-6%	-5%	-20%
O=C(c1ccccc1NS(=O)(=O)c1cccs1)N1CCOCC1	-11%	1%	5%
O=C(OCc1cccc([N+](=O)[O-])c1)c1ccc2ccccc2n1	4%	-9%	-7%
Cc1ccc2nc(SCC(=O)NCc3ccc(F)cc3)[nH]c2c1	0%	10%	39%[activator]
CCC(CC)NC(=O)COC(=O)c1ccc(NS(=O)(=O)c2ccc3c(c2)OCCO3)cc1	8%	0%	6%
O=c1c2ccccc2oc2nc(-c3ccco3)n(-c3ccccc3)c(=O)c12	1%	3%	3%
C/C(Cc1ccccc1)=N\NC(=O)CNC(=O)c1cccc(Cl)c1	-20%	0%	-2%
O=C(NCC1CCN(C(=O)c2cccc([N+](=O)[O-])c2)CC1)c1cccc([N+](=O)[O-])c1	-5%	-2%	12%
CCN1C(=O)c2ccccc2S(=O)(=O)c2ccc(C(=O)NCCOC)cc21	-3%	-10%	7%
New compounds follow.
SMILES	N370S GC mod	KAT2A inh	FEN1 inhibitor
CCCC(C)C(=O)Nc1ccc2c(c1)OCCO2 (stereo not given)	-2%	-12%	1%
COc1ccc(OCC(=O)Nn2c(-c3ccc(C)cc3)nc3ccccc3c2=O)cc1	-22%	-5%	5%
CCNc1nc(NCC)n2c(SCC(=O)Nc3ccc(C)cc3Br)nnc2n1	/	-1%	-15%
Nc1nonc1-n1nnc(C(=O)N/N=C/c2ccc(OCc3cccc(Cl)c3)cc2)c1CN1CCCCC1	3%	-9%	-12%
Cc1ccc(S(=O)(=O)N(C)CC(=O)NC2CC(C)(C)NC(C)(C)C2)cc1	-7%	-14%	-4%
O=C(O)c1ccc(-n2nc(C(F)(F)F)c3c2CCCC3)cc1	12%	4%&2%	2%&0%
CC(O)CNc1ncnc2cc(-c3ccc(F)cc3)sc12 (stereo not given)	0%	-7%	-25%
C=COCCNC(=S)N1CCOCCOCCN(C(=S)NCCOC=C)CCOCC1	-3%	-5%	-13%
CCNc1ccc(S(=O)(=O)N(C)C)cc1NCC(=O)Nc1ccc(Br)cc1F	9%	-13%	4%
CC(=O)Nc1nonc1-c1nnc(SCC(=O)Nc2ccccc2Cl)n1C	/	-16%	-5%
CC1(C)CC(CC(=O)O)(c2ccc(Cl)cc2)CCO1 (stereo not given)	10%	-7%	2%
CC(C)=CCC/C(C)=C/CC/C(C)=C/CC/C(C)=C/CC1=C(C)C(=O)c2ccccc2C1=O	-30%	0%	-2%
COc1ccc(NC(=O)c2ccc(NC(=O)CSc3nccc(=O)[nH]3)cc2)cc1	-14%	-15%	-3%
COc1cccc(CN2CCCC(CNC(=O)c3ccc(F)cc3)C2)c1OC (stereo not given)	3%	11%	-2%
Cn1c(C(=O)N2CCOCC2)cnc1Sc1ncc(C(F)(F)F)cc1Cl	-3%	-8%	5%
Fc1ccc(NC(=S)Nc2cccnc2)c(F)c1F	-5%	-1%	4%
O=C(NCc1cccc(Cl)c1)NC(=O)c1csc([N+](=O)[O-])c1	2%	-1%	5%
Cc1noc(NS(=O)(=O)c2ccc(N/C=C\C(=O)c3ccncc3)cc2)c1C	-6%	-15%	-8%
Cn1c(CN2CCN(S(C)(=O)=O)CC2)nc2cc([N+](=O)[O-])ccc21	7%	0%	16%
Cc1ccc(-n2ncc3c(=O)n(CC(=O)N4CCN(c5ccccc5F)CC4)cnc32)cc1C	-1%	2%	11%
CS(=O)(=O)N(CC(=O)Nc1ccc2c(c1)OCO2)c1ccc2c(c1)OCO2	/	-2%	1%
Cc1ccc2nc(-c3cc(NC(=O)c4ccc5c(c4)OCCO5)ccc3Cl)oc2c1	/	-7%	0%
COc1ccc(/C=N/NC(=S)NCc2ccccc2)cc1OC	-5%	-3%	-14%
Cc1ccc(NC(=O)C2CCN(c3nn4c(=O)cc(C)nc4s3)CC2)cc1	/	-3%	6%
COCCCNc1c2c3c(cccc3[nH]c1=O)C(=O)c1ccccc1-2	4%	?	79µM*
O=C(O)CCc1nn2c3ccccc3nc2n(Cc2ccccc2)c1=O	2%	-1%	3%
COc1ccc(NC(=O)N2CC3(CCN(S(=O)(=O)c4ccccc4)CC3)C2)cc1	8%	11%	/
COc1ccc(CCNC(=O)C2CCN(C(=O)c3ccc(Br)cc3)CC2)cc1	-9%	-4%	-3%
COc1ccc(-n2ccnc2SCC(=O)NCc2ccccc2)c(OC)c1	1%	-1%	-4%
CS(=O)(=O)c1ccc2nc(NC3(C(F)(F)F)N=C4SCCN4C3=O)sc2c1 (stereo not given)	2%	-5%	-4%
O=C1OC(N2C(=O)CC[C@H]2C(=O)Nc2cccc(F)c2)c2ccccc21 (stereo not given in full)	-8%	-8%	8%
COc1ccc(C(=O)N2CCN(S(=O)(=O)c3ccc(C)cc3C)CC2)cc1OC	7%	-1%	18%
CN(C)S(=O)(=O)c1ccc(Cl)c(NC(=O)CSc2nc3ccccc3c(=O)n2CCCN2CCOCC2)c1	-6%	-9%	6%
COC(=O)c1[nH]c(C)c(/C(O)=C2\C(=O)C(=O)N(CCN3CCOCC3)C2c2ccco2)c1C (stereo not given)	-1%	-5%	14%
COc1ccc(-c2nc(CCNC(=O)c3cccs3)cs2)cc1OC	/	7%	20%
CCOc1ccc(CNC(=O)CCc2cn(C)c3ccccc23)cc1OC	-3%	-13%	-7%
CC(C)(C)C(=O)Nc1ccc(-c2cc3cc(Cl)ccc3o2)cc1	5%	-1%	5%
O=C(CSc1ncnc2c1oc1ccccc12)Nc1nc2ccccc2s1	13%	-4%	7%
CCCc1nnc(NC(=O)CCC(=O)N2CCN(C3c4ccccc4-c4ccccc43)CC2)s1	0%	-2%	-4%
CCC(=O)N1CCc2cc(Br)cc(S(=O)(=O)N3CCCCCC3)c21	21%	-1%	-19%
FC(F)(F)c1cccc(-c2ccc(-c3csnn3)o2)c1	7%[2.35 µM]	1%	-3%
COc1cccc(C2C3=C(CCCC3=O)NC3=C2C(=O)c2ccccc23)c1 (stereo not given)	1%	16%	/

Bioassay records: PubChem, National Center for Advancing Translational Sciences (NCATS)
